Assay outcomes: PubChem BioAssay, several laboratories
APP 5'UTR act – activates APP 5'UTR luciferase reporter. SH-SY5Y APP 5'UTR luciferase reporter, luminescence; zero percent = DMSO vehicle wells. activation, % at 2 µM. 1% of 190,000 active. AID 1276;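 active = activation above a set limit, based on mean plus 3 SD of controls, cut at about 140% in these data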; also: values of inactives mirror those of a sister screen read the other way
Redox H2O2 prof – compounds producing H2O2 with reducing agent – biochemical, NIH compound library profiling, artefact control for MLSCN library redox annotation, primary screen | DTT-dependent redox cycling H2O2, phenol red/HRP absorbance; 100% = 100 µM peroxide control, 0% = buffer | activation, % at 10 µM | 0.03% of 200,000 active | AID 878;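 active = activation of at least 50% relative to the plate's high and low controls in the primary single-dose screen; inactive = activation below 50%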;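 also: compound incubated with DTT at 0.8 mM final as the reducing agent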
STAT3 activator – STAT3 signaling activation; AID 871; 0.91% of 190,000 active; activation (% of control), % at 5.6 µM; U3A cells, IL-6 STAT3-luciferase reporter, luminescence; 100% = signal with IL-6 EC80 alone;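 active = activation above the screen-wide mean of compound activation plus 3 SD, cut at about 130% in these data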;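 also: 0% = background luminescence of wells with medium and substrate only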
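Material: STAT3-luciferase reporter U3A cells. Controls: IL-6-treated wells, 100% activation. Read-out: % activation versus median of IL-6-stimulated wells. Probe or stimulus: IL-6 stimulus at 33 ng/mL final. Timing: compound 1 h, then IL-6 6 h at 37 °C. Signal: reporter luminescence signal.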
NF-kB expr up – NF-kB expression increase, human neuronal cells; NF-kB reporter expression; hits give high values; fold change at 12.5 µM; 1.6% of 190,000 active; in the data active = fold change above about 3.3
STAT1 activator – increases IFN-gamma driven STAT1 reporter signal; NIH 3T3 STAT1-luciferase reporter, luminescence; 100% = IFN-gamma alone, no compound; activation (% of control), % at 5.5 µM; 2.6% of 200,000 active; AID 932;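 active = activation above the screen-wide mean activation plus 3 SD, cut at about 130% in these data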;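 also: raw ratio to IFN-gamma control signal so 100% means no change and 0% no light; values of inactives mirror those of a sister screen read the other way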
STAT1 inh – reduces IFN-gamma driven STAT1 reporter signal; NIH 3T3 STAT1-luciferase reporter, luminescence; inhibition, % at 5.5 µM; 0.35% of 200,000 active; AID 920;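 active = inhibition above a set limit, the mean inhibition across all tested compounds plus 3 SD, cut at about 34% in these data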;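 also: 0% = IFN-gamma with DMSO and 100% = IFN-gamma with 300 µM nifuroxazide; values of inactives mirror those of a sister screen read the other way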
Efa HMGR inh – blocks class II HMG-CoA reductase of Enterococcus faecalis; purified E. faecalis HMGR, NADPH absorbance 340 nm kinetic; inhibition, % at 10 µM; 0.41% of 190,000 active;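 active = inhibition above a set limit, the median over all tested compounds plus 3 SD, cut at about 9.5% in these data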;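 also: enzyme runs in reverse so mevalonate oxidation gives rising NADPH absorbance; 0% = complete reaction with DMSO and 100% = background rate lacking mevalonate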
TLR4 MyD88 comp – TLR4-MyD88 interaction inhibition in cells. O00206+Q99836. 0.18% of 200,000 active. HeLa CL3-4 TLR4/MyD88 BLA complementation, FRET ratio. AID 861. inhibition, % at 8.4 µM; in the data active = inhibition above about 25%;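 also: 0% = vehicle and 100% = reference inhibitor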
Target sequence (O00206 whole entry, looked up): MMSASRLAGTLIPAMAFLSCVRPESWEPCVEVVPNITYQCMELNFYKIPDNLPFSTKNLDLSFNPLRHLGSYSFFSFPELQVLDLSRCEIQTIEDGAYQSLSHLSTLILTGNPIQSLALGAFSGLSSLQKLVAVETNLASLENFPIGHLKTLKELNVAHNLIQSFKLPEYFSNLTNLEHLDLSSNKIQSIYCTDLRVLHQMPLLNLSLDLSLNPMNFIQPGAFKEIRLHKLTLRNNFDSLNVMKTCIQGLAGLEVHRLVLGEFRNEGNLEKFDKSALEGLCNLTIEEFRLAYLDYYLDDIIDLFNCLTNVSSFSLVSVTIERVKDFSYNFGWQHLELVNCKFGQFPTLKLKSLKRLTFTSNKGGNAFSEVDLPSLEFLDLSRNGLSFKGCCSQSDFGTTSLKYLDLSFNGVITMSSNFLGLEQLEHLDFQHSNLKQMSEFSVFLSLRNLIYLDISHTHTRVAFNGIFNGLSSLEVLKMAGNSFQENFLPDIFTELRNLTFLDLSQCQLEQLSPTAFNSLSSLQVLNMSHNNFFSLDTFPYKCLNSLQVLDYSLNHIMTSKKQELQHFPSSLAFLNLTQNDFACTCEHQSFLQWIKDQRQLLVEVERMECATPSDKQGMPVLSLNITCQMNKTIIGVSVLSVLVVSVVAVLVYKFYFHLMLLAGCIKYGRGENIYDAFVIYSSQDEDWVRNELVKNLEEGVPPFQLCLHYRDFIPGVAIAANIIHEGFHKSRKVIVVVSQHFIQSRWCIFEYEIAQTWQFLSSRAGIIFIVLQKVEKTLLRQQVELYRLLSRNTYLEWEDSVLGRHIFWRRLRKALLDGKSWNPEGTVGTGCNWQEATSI
Target sequence (Q99836 whole entry, looked up): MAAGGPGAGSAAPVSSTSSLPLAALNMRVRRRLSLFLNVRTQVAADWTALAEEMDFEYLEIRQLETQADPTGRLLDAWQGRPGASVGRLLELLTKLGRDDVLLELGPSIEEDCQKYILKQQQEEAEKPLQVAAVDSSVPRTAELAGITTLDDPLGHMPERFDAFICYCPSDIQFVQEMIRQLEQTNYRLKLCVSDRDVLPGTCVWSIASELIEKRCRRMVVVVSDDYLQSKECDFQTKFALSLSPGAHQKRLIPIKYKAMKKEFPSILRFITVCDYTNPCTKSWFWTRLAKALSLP
Hsp70 act – Hsp70 transcriptional activation, primary screen; AID 1203; activation, % at 10 µM; HeLa Hsp70 promoter luciferase reporter, luminescence; scaled: vehicle 0, proteasome-inhibitor control 100%; 0.04% of 200,000 active;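 active = activation above the mean across all tested compounds plus 3 SD, cutoff set per campaign, cut at about 5.5% in these data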;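 also: 100% = MG132 at 30 µM as the positive control and 0% = DMSO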
STAT3 blocker – STAT3 signaling inhibition. inhibition, % at 5.5 µM. U3A cells, IL-6 STAT3-luciferase reporter, luminescence; host cell line lacks STAT1. AID 862. 0.89% of 190,000 active;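 active = inhibition above the mean inhibition across all screened compounds plus 3 SD, cut at about 44% in these data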;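 also: 0% = DMSO only wells and 100% = 100 µM nifuroxazide control wells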
Numbers without * were called inactive; x = not tested or not shown.

Structure	Redox H2O2 prof	APP 5'UTR act	TLR4 MyD88 comp	STAT3 blocker	Efa HMGR inh	STAT3 activator	Hsp70 act	NF-kB expr up	STAT1 inh	STAT1 activator
O=C(Nc1nnc(-c2ccccc2)o1)c1ccc(Cl)cc1	1.3	4	0	5	-1	98	-0.1	0.9	6	94
COc1ccc(CN2CCN(C(C)C)C(CCO)C2)cc1Cn1cncn1 (stereo not drawn)	-1.0	0	-5	-1	0	105	-0.4	x	0	98
COc1ccccc1NS(=O)(=O)c1cccc2cccnc12	-0.8	-15	-6	7	-4	94	-0.3	1.2	5	96
CCOC(=O)c1c(N)sc(C(O)(C(F)(F)F)C(F)(F)F)c1-c1ccc(OC)cc1OC	0.5	-4	10	4	-2	100	-0.1	0.85	3	98
CC(=O)OCC(=O)Nc1ccccc1C	-0.5	-19	-2	5	0	99	0.1	1.3	-3	102
CCNC(=S)NNc1nc(N2CCOCC2)nc(N2CCOCC2)n1	-0.4	11	-4	13	-4	93	0.1	1.1	-2	102
O=C(c1ccccc1)c1nccc2ccccc12	x	-13	-9	2	3	98	-0.1	0.96	0	100
COC(=O)c1sccc1NC(=O)c1c(C)cc(=O)oc1C	-0.8	-1	-4	3	-5	100	-0.3	1	-1	101
Cn1c(=O)oc2cc(S(=O)(=O)Nc3ccc4c(c3)OCO4)ccc21	2.5	-5	-1	-8	x	110	-0.1	1.2	-3	102
CCOC(=O)CSc1nc(-c2ccccc2)nc2ccc(F)cc12	0.1	-3	-4	-1	2	102	-0.1	1.1	2	99
Cc1cc(Br)ccc1NC(=O)CN1C(=O)CCC1=O	0.0	-16	3	-4	-5	104	-0.4	1.1	2	98
OCc1nc2ccccc2n1C/C=C/c1ccccc1	9.9	2	-3	14	0	93	-0.5	1	8	92
CC(=O)c1ccc(-c2nnc(CCC(=O)N(C)Cc3cnc4ccccn34)o2)s1	-1.0	-5	3	3	-2	102	-0.2	1.2	0	99
Cn1c(NCCN2CCCCC2)cc(=O)n(C)c1=O	0.4	3	-6	10	-2	95	-0.1	0.89	-6	104
O=C(Nc1cccc(OCC(=O)N2CCOCC2)c1)C1CCCCC1	2.9	25	-12	3	-5	101	-0.1	1.2	5	96

3 entries out of the list, sorted by number of heavy atoms, falling.
Structure	Redox H2O2 prof	APP 5'UTR act	TLR4 MyD88 comp	STAT3 blocker	Efa HMGR inh	STAT3 activator	Hsp70 act	NF-kB expr up	STAT1 inh	STAT1 activator
CC(=O)c1ccc(-c2nnc(CCC(=O)N(C)Cc3cnc4ccccn34)o2)s1	-1.0	-5	3	3	-2	102	-0.2	1.2	0	99
Cn1c(=O)oc2cc(S(=O)(=O)Nc3ccc4c(c3)OCO4)ccc21	2.5	-5	-1	-8	x	110	-0.1	1.2	-3	102
COC(=O)c1sccc1NC(=O)c1c(C)cc(=O)oc1C	-0.8	-1	-4	3	-5	100	-0.3	1	-1	101

Additional structures:
Structure	Redox H2O2 prof	APP 5'UTR act	TLR4 MyD88 comp	STAT3 blocker	Efa HMGR inh	STAT3 activator	Hsp70 act	NF-kB expr up	STAT1 inh	STAT1 activator
COc1ccc(CCNC(=O)COc2ccc(S(=O)(=O)NC(C)C)cc2Cl)cc1OC	1.3	1	2	6	-2	103	-0.1	0.93	-1	97
Cc1ccn2c(NC3CCCC3)c(-c3cccs3)nc2c1	-0.9	7	6	8	0	104	-0.1	1.4	-14	112
Cc1cc(C)n(CC(=O)c2ccccc2)c(=O)c1C#N	-2.2	7	-5	-11	-6	112	-0.1	1.2	5	96
CCOc1ccc(NC(=O)N2CCC(NC(=O)c3ccco3)CC2)cc1	0.0	-10	5	2	-8	102	0.0	1.4	-3	102
Cc1ccc(CNC(=O)COC(=O)c2c(C)noc2C)cc1	0.9	14	4	14	0	93	-0.3	1.1	0	100
O=C(O)CCC(=O)Nc1ccc(N2CCOCC2)cc1	-0.4	-4	-8	3	-4	99	-0.2	1.1	0	100
Cc1cc(N2CCC(C)CC2)nc2ccc(N3C(=O)CCC3=O)cc12	-1.3	-3	-15	6	-5	98	0.2	1.5	-4	105
O=C(O)c1sc2cc(C(F)(F)F)cnc2c1-c1ccccn1	-0.5	5	-6	15	-3	91	-0.2	1.1	1	99
O=C(NCCCn1ccnc1)c1ccc(Cl)cc1[N+](=O)[O-]	-1.8	-2	-3	9	0	103	-0.2	1.2	2	97
Cc1cc(NC(=O)CSc2nc(-c3ccc(Cl)cc3)cs2)no1	0.5	13	9	1	-3	102	0.0	1.2	1	96
CCC(=O)NCCc1nc2ccccc2n1CC	-0.1	-3	-6	7	-4	102	-0.3	0.92	-4	104
COc1ccc(CNC(=O)c2cc(-c3ccc(OC)c(OC)c3)on2)cc1	1.5	7	-5	14	-7	87	-0.2	1.4	-2	102
COc1ccc(CCCc2nnc(SCC(=O)Nc3ccc(OC)cc3)o2)cc1	0.1	-4	-6	-1	-4	103	0.0	1.4	8	92
Cc1cc(C)n(CCc2nc(-c3cccs3)cs2)n1	2.5	15	-7	23	0	84	-0.3	1.3	-4	103
CCN(CC)CCNC(=O)c1ccccc1C(=O)c1ncc[nH]1	-0.4	1	4	2	1	106	-0.1	0.97	6	95

Quoted from the listing.
CCN(CC)CCNC(=O)c1ccccc1C(=O)c1ncc[nH]1 in STAT1 inh reads 6
COc1ccc(CCCc2nnc(SCC(=O)Nc3ccc(OC)cc3)o2)cc1 in Efa HMGR inh reads -4
CCOc1ccc(NC(=O)N2CCC(NC(=O)c3ccco3)CC2)cc1 in TLR4 MyD88 comp reads 5

The listing picks up, starting 7 compounds before the break.
Structure	Redox H2O2 prof	APP 5'UTR act	TLR4 MyD88 comp	STAT3 blocker	Efa HMGR inh	STAT3 activator	Hsp70 act	NF-kB expr up	STAT1 inh	STAT1 activator
O=C(NCCCn1ccnc1)c1ccc(Cl)cc1[N+](=O)[O-]	-1.8	-2	-3	9	0	103	-0.2	1.2	2	97
Cc1cc(NC(=O)CSc2nc(-c3ccc(Cl)cc3)cs2)no1	0.5	13	9	1	-3	102	0.0	1.2	1	96
CCC(=O)NCCc1nc2ccccc2n1CC	-0.1	-3	-6	7	-4	102	-0.3	0.92	-4	104
COc1ccc(CNC(=O)c2cc(-c3ccc(OC)c(OC)c3)on2)cc1	1.5	7	-5	14	-7	87	-0.2	1.4	-2	102
COc1ccc(CCCc2nnc(SCC(=O)Nc3ccc(OC)cc3)o2)cc1	0.1	-4	-6	-1	-4	103	0.0	1.4	8	92
Cc1cc(C)n(CCc2nc(-c3cccs3)cs2)n1	2.5	15	-7	23	0	84	-0.3	1.3	-4	103
CCN(CC)CCNC(=O)c1ccccc1C(=O)c1ncc[nH]1	-0.4	1	4	2	1	106	-0.1	0.97	6	95
CCOc1cc(C2NC(=O)NC(c3ccccc3)=C2C(=O)c2ccccc2)c(Br)cc1OCC(=O)O (stereo not drawn)	-0.4	8	5	16	3	92	-0.2	1.1	-11	108
Cc1onc(-c2ccccc2Cl)c1C(=O)NCc1ccc(S(N)(=O)=O)cc1	16	1	-1	5	-2	99	-0.6	1	-1	101
Cc1cc(C(=O)CCl)c(C)n1-c1cccc(S(=O)(=O)N2CCOCC2)c1	-0.1	-8	16	4	-4	108	0.0	1.4	1	98
C#CC(CC)(CC)NC(=S)Nc1ccc(S(N)(=O)=O)cc1	0.6	32	-2	-2	0	104	-0.5	2.2	-11	110
CCCCCCn1c(SCCCC)nc2c1c(=O)[nH]c(=O)n2C	2.4	7	-4	-7	-2	110	0.2	0.97	1	99
Cc1c(NN=C(C#N)C#N)c(=O)n(-c2ccccc2)n1C	0.3	-14	9	3	-2	99	-0.4	1.5	3	95
CCOc1cc(Br)ccc1S(=O)(=O)N1CCC(C(N)=O)CC1	-0.1	0	-10	6	-4	93	-0.3	1.5	-3	102
CCOc1ccc(C(C)NC(=O)Cc2ccccc2)cc1OCC (stereo not drawn)	-0.5	15	16	18	-2	88	-0.3	1.3	11	90
O=C(Cn1ncc2c(=O)oc3ccccc3c21)NC1CC1	1.7	-7	-8	7	-1	102	-0.2	1.4	-10	109
COc1ccc([C@H]2[C@H](C(C)=O)N3N=Cc4ccccc4C3C23C(=O)OC(C)(C)OC3=O)cc1 (stereo partly drawn)	-0.1	-6	-7	-6	5	108	-0.2	1.3	-14	112
O=C(Nc1ccc(-c2nc3ccccc3[nH]2)cc1)c1cccc(N2C(=O)CCC2=O)c1	0.0	5	-10	-3	-3	103	-0.1	1	2	98
O=C(O)C1CC=CCC1C(=O)Nc1ccc(F)c(F)c1 (stereo not drawn)	3.7	4	7	4	-4	100	0.0	1.1	-9	109
CC(C)OP(=O)(OC(C)C)C1(O)C(=O)Nc2ccc(Br)cc21 (stereo not drawn)	-8.8	19	-7	-36	-4	129	-0.5	0.94	12	89
Cc1c(C(=O)O)c(=O)n(-c2ccccc2)n1-c1ccccc1	-0.6	7	7	0	0	108	0.1	1	-10	109
CCCN1C(=O)c2ccc(C(=O)NC3=NCCS3)cc2C1=O	0.4	x	2	5	-5	99	0.2	1.1	-5	99
Cc1ccc(N2Cc3ccccc3C2=S)cc1	0.1	201*	-2	23	-2	83	-0.2	6.8*	-39	136*
Cc1cccc(N(C)C(=S)Oc2ccc3ccccc3c2)c1	5.1	0	7	-9	-3	110	-0.3	1.5	-3	103
CCCc1nc(SCC(=O)N2c3ccccc3CC2C)c2c(C)c(C)sc2n1 (stereo not drawn)	0.0	1	-2	3	-2	104	-0.3	0.87	3	97
Cc1sc2ncnc(OCC(=O)Nc3ccc4c(c3)OCCO4)c2c1C	0.2	-15	-16	-8	-5	105	-0.3	0.97	-8	108
CCc1ccc(S(=O)(=O)NCc2cn3cccc(C)c3n2)s1	2.0	-4	-4	24	-3	83	-0.6	0.89	9	92
O=C(c1ccc(Cl)c(S(=O)(=O)Nc2ccccc2C(=O)N2CCc3ccccc3C2)c1)N1CCc2ccccc2C1	0.2	15	-7	-4	-3	103	-0.2	1	-13	111
c1ccc(COc2ccc(CNCc3cccnc3)cc2)cc1	-1.3	7	-11	8	2	98	-0.3	1.6	-22	119
COc1ccc(NS(=O)(=O)c2ccc(O)c(NC(=O)c3ccc(S(=O)(=O)N4CCCCCC4)cc3)c2)cc1	-0.7	12	-1	3	-6	96	-0.1	1.1	4	96
CCc1ccc2oc(-c3ccc(N)cc3)nc2c1	2.1	141*	-2	80*	-4	37	-0.3	5.5*	35*	68
C/C(=N\O)c1ncc(C(F)(F)F)cc1Cl	0.9	4	-6	17	-5	94	0.0	1.4	-5	103
COCCNC(=O)C(=O)Nc1ccc(Cl)cc1C	1.4	14	-2	19	5	92	-0.1	1.1	-10	108
